RNase H inhibition – RNase H inhibition, HIV 1 Gag Pol polyprotein, FRET biochemical assay, screening (AID 372) | HIV-1 RT RNase H, FRET RNA/DNA substrate fluorescence; higher % means a stronger effect | inhibition, % at 10 µM; hits with a dose series show IC50 in µM | actives 0.77% (n = 100,000); in the data active = inhibition above about 50%
The depositor's hits bear a star. An excerpt. The share of hits here may be higher or lower than overall.

Molecule	RNase H inhibition
CC1(C)CC(=O)C2=C(C1)Nc1ccccc1N(C(=S)Nc1ccccc1)C2c1ccc2c(c1)OCO2 (stereo not drawn)	16%
O=S(=O)(c1cc(Cl)ccc1Cl)N1CCCC1	0%
CCOc1ccccc1CN1CCC(Cc2ccccc2)CC1	8%
O=C(Nc1cccnc1)c1cnn2c(C(F)(F)F)cc(-c3cccs3)nc12	2%
COc1ccc(O)c(CN2CCC(N3CCCCC3)CC2)c1	23%
CCOc1ccccc1NC(=O)C(=O)NCc1ccccc1Cl	25%
COC(=O)C(=O)/C=C(/O)c1ccc(Br)cc1	1%
CC(C)(C)c1ccc(-c2nnc(-c3ccc4c(c3)OCO4)o2)cc1	13%
CCOC(=O)CCC(=O)Nc1cc(-c2cccc(C)c2)[nH]n1	3%
Nc1nc(Oc2ccccc2)c(Br)c(=O)[nH]1	8%
O=[N+]([O-])c1ccccc1C=Nc1ccc(OC(F)(F)F)cc1	5%
O=S(=O)(c1ccc(Cl)cc1)N1CCCc2ccccc21	7%
O=C1Cc2ccccc2C(c2ccccc2Br)N1 (stereo not drawn)	5%
O=C(Nc1cccc(-c2nc3ncccc3o2)c1)c1cccc(Cl)c1Cl	14%
O=C(Nc1cccc2ccccc12)c1ccccc1[N+](=O)[O-]	5%
O=C(CN(c1cccc(Cl)c1)S(=O)(=O)c1ccccc1)NN=C1CCCCC1	15%
COc1cc(/C=C2/SC(=S)NC2=O)cc(Cl)c1OCc1ccc(Cl)cc1Cl	23%
CCOC(=O)C1CCCCN1Cc1c2ccccc2cc2ccccc12 (stereo not drawn)	23%
O=C(COc1cc(Cl)c(Cl)cc1Cl)Nc1ccc(F)c([N+](=O)[O-])c1	19%
CCOc1ccc(CN(CCc2ccc3c(c2)OCO3)Cc2cc(OC)ccc2OC)cc1	11%
O=C(CN(c1cccc(C(F)(F)F)c1)S(=O)(=O)c1ccccc1)N/N=C/c1cccc(C(F)(F)F)c1	5%
COc1cccc(C(=O)Nc2ccc(-c3nc4cc(C)ccc4o3)c(O)c2)c1	36%
CCNC(=S)NNC(=O)CSc1nc2ccccc2n1CC	11%
S=c1[nH]nc(CSc2nc3ccccc3s2)n1-c1ccccc1	0%
COC(=O)CCN1C(=O)/C(=C\c2ccc(Br)cc2)SC1=S	14%
Cc1ccccc1-c1nc2cc(NC(=O)c3ccc([N+](=O)[O-])cc3Cl)ccc2o1	19%
CC(=O)Nc1ccc(Nc2nc(-c3sc(NC(=O)c4ccccc4)nc3C)cs2)cc1	21%
CCOc1ccc(C=Nn2c(-c3ccc(Cl)cc3Cl)n[nH]c2=S)cc1OC	11%
COCCOC(=O)c1c(C)oc2ccc(OC(=O)c3ccc(OC)c(OC)c3)cc12	10%
CCOC(=O)c1ccc(N2C(=O)C3C(c4ccccc4C)OC4(C(=O)c5ccccc5C4=O)C3C2=O)cc1 (stereo not drawn)	11%
O=C(/C=C/c1ccc(O)cc1)c1ccc(NC2=C(N3CCCCC3)C(=O)c3ccccc3C2=O)cc1	23%
CC(C)C(=O)Nc1ccc(Br)c(NC(=O)c2ccccc2)c1	4%
Cc1ccc(NCC(=O)N/N=C\c2c(Br)cc(Br)c(O)c2Br)cc1	17%
Clc1ccc(SCCc2ccncc2)cc1Cl	18%
COc1ccc(N2C(=O)CC(N(CCc3ccccc3)C(=S)Nc3ccccc3)C2=O)cc1 (stereo not drawn)	13%
COc1ccc(S(=O)(=O)N2CCN(Cc3ccc(SC)cc3)CC2)cc1	11%
Cc1cccc(C(=O)N(C(=O)c2cccc(C)c2)c2ncccc2C)c1	11%
COc1ccc(OC)c(/C=C(\C#N)c2ccc(Cl)cc2)c1	18%
O=C(/C=C/c1ccc(-c2ccc(Cl)cc2)o1)c1ccccc1	20%
O=C1CCCc2c1nc(-c1ccccc1Cl)n2O	6%
S=C(c1ccc(-c2ccc(Cl)cc2Cl)o1)N1CCOCC1	30%
Cc1cc2nc(-c3cccc(NC(=O)c4cc5ccccc5o4)c3)oc2cc1C	17%
Cc1cc(C)n(C(=O)CCN2C(=O)c3ccccc3C2=O)n1	7%
FC(F)(F)c1cccc(N2CCN(C/C=C/c3ccccc3)CC2)c1	0%
Cc1c(N2C(=O)/C(=C/c3ccc(OC(=O)c4cccc([N+](=O)[O-])c4)cc3)SC2=S)c(=O)n(-c2ccccc2)n1C	0%
O=C(/C=C/Nc1ccc(Br)cc1)c1ccccc1	14%
O=c1c2c3c(sc2[nH]c(=S)n1-c1ccccc1)CN(Cc1ccccc1)CC3	4%
CC1=CC(C)(C)N(C(=O)C(C)N2C(=O)c3ccccc3C2=O)c2ccc(C)cc21 (stereo not drawn)	31%
O=C(N/C(=C/c1cccs1)C(=O)N1CCOCC1)c1cccs1	5%
C/C=C/C=C/C(=O)N1C(=O)C(=O)c2cc(Br)ccc21	14%
O=C1CCCc2oc3ccc(NS(=O)(=O)c4ccccc4)cc3c21	15%
C/C(=N\NC(=O)c1ccccc1)c1ccc([N+](=O)[O-])o1	0%
COc1ccc(C(=O)C[n+]2ccc3c(c2)nc(-c2cc(OC)c(OC)cc2OC)n3C)cc1	2%
CCCCCCOC(=O)Nc1nnc(CCC)s1	3%
CCOC(=O)C1=C(C)NC(=O)NC1c1ccc(OC)cc1OC (stereo not drawn)	31%
C=CCNC(=O)/C(=C\c1ccccc1)NC(=O)c1ccc(Cl)cc1Cl	5%
NS(=O)(=O)c1ccc(CNC2CC(=O)N(c3ccc(Br)cc3)C2=O)cc1 (stereo not drawn)	4%
Cc1ccc(-c2nnc(Nc3ccc4c(c3)nc(C)n4C)c3ccccc23)cc1	22%
Cc1cccc(-c2cc(NC(=O)c3ccc(Br)cc3)n[nH]2)c1	15%
CC(C)CC(=O)Nc1sc2c(c1C(N)=O)CCCC2	13%

(continued)
Molecule	RNase H inhibition
CCC(=O)Nc1nc(C)c(-c2csc(Nc3cc(Cl)ccc3OC)n2)s1	12%
CC(C)(Oc1ccc(CCNC(=O)c2ccc(-c3ccccc3)o2)cc1)C(=O)O	0%
Cc1cc2oc(=O)cc(C)c2cc1NC(=O)COc1ccccc1C	20%
CC(CCc1ccccc1)NC(=O)C1COc2ccccc2O1 (stereo not drawn)	0%
O=C1NC(=S)N(c2ccccc2)C(=O)/C1=C/c1ccc(-c2ccc([N+](=O)[O-])cc2)o1	15%
O=c1c2cccc3cccc(c32)c2nc3ccc4c5c(ccc(c35)n12)CC4	7%
CCCCc1ccc(-c2c(C#N)c(N)nc3c2CCCC3)s1	4%
COC(=O)N1CCN(c2ccc([N+](=O)[O-])cc2)CC1	8%
COc1ccc(S(=O)(=O)N(CC(=O)O)Cc2ccccc2)cc1	14%
COC(=O)CN(Cc1ccccc1)S(=O)(=O)c1ccc(NC(C)=O)cc1	0%
Cc1ccc(C)c(S(=O)(=O)NCc2ccccn2)c1	7%
C/C(=N\NC(=O)c1ccc([N+](=O)[O-])cc1Cl)c1ccc(Cl)cc1Cl	12%
COc1cc(OC)c(OC)cc1/C=N/NC(=O)c1cc(C2CC2)[nH]n1	11%
COc1cc(C2N(C)c3ccccc3N2C)cc(OC)c1OC	15%
COc1ccc(C2C(C(=O)OCC3CCCO3)=C(C)NC3=C2C(=O)CCC3)c(OC)c1OC (stereo not drawn)	1%
O=C(CSc1ncccc1C(=O)O)Nc1ccccc1	6%
O=C1C(Nc2cccc(C(F)(F)F)c2)=C(N2CCCCC2)C(=O)c2ccccc21	15%
O=C(NC(=S)Nc1ccc2oc(-c3cccc(F)c3)nc2c1)c1ccccc1F	9%
CCc1ccc(-n2sc3c(c2=S)-c2cc(C)c(C)cc2NC3(C)C)cc1	35%
COC(=O)c1ccccc1NC(=O)CN(c1ccc(OC)c(Cl)c1)S(C)(=O)=O	12%
COc1ccc(OCCOc2ccccc2/C=C2\SC(=S)N(C)C2=O)cc1	22%
COc1cc(/C=C2\SC(=S)NC2=O)ccc1OCc1c(Cl)cccc1Cl	36%

By substructure, those above containing an aryl methoxy group (19)
Molecule	RNase H inhibition
COc1ccc(O)c(CN2CCC(N3CCCCC3)CC2)c1	23%
COc1cc(/C=C2/SC(=S)NC2=O)cc(Cl)c1OCc1ccc(Cl)cc1Cl	23%
CCOc1ccc(CN(CCc2ccc3c(c2)OCO3)Cc2cc(OC)ccc2OC)cc1	11%
COc1cccc(C(=O)Nc2ccc(-c3nc4cc(C)ccc4o3)c(O)c2)c1	36%
CCOc1ccc(C=Nn2c(-c3ccc(Cl)cc3Cl)n[nH]c2=S)cc1OC	11%
COCCOC(=O)c1c(C)oc2ccc(OC(=O)c3ccc(OC)c(OC)c3)cc12	10%
COc1ccc(N2C(=O)CC(N(CCc3ccccc3)C(=S)Nc3ccccc3)C2=O)cc1 (stereo not drawn)	13%
COc1ccc(S(=O)(=O)N2CCN(Cc3ccc(SC)cc3)CC2)cc1	11%
COc1ccc(OC)c(/C=C(\C#N)c2ccc(Cl)cc2)c1	18%
COc1ccc(C(=O)C[n+]2ccc3c(c2)nc(-c2cc(OC)c(OC)cc2OC)n3C)cc1	2%
CCOC(=O)C1=C(C)NC(=O)NC1c1ccc(OC)cc1OC (stereo not drawn)	31%
CCC(=O)Nc1nc(C)c(-c2csc(Nc3cc(Cl)ccc3OC)n2)s1	12%
COc1ccc(S(=O)(=O)N(CC(=O)O)Cc2ccccc2)cc1	14%
COc1cc(OC)c(OC)cc1/C=N/NC(=O)c1cc(C2CC2)[nH]n1	11%
COc1cc(C2N(C)c3ccccc3N2C)cc(OC)c1OC	15%
COc1ccc(C2C(C(=O)OCC3CCCO3)=C(C)NC3=C2C(=O)CCC3)c(OC)c1OC (stereo not drawn)	1%
COC(=O)c1ccccc1NC(=O)CN(c1ccc(OC)c(Cl)c1)S(C)(=O)=O	12%
COc1ccc(OCCOc2ccccc2/C=C2\SC(=S)N(C)C2=O)cc1	22%
COc1cc(/C=C2\SC(=S)NC2=O)ccc1OCc1c(Cl)cccc1Cl	36%

Screens (PubChem)
